Yfh1-depleted yeast = mitochondrial function rescue without frataxin homolog – Friedreich's ataxia, plus single-dose screen, dose response (AID 1465); 0.074% of 220,000 active; S. cerevisiae Yfh1-off respiration, WST-1 reduction, 72 h; higher fold induction means a stronger effect; fold induction at 50 µM; hits with a dose series show EC50 in µM;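 active means fold induction of absorbance versus untreated yeast above a set limit, then at least 30% activation at any dose in follow-up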;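 further: activators that raise dye reduction in frataxin-depleted yeast; strong numbers were not always called active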
Dynein cargo inh = blocks dynein driven cargo transport along microtubules; 3617.4 mouse cells, GR-EGFP nuclear translocation imaging; test concentration mostly 20 µM; stimulated with dexamethasone, 1 µM; hits give low values; z-score, hits read low; 0.47% of 220,000 active; AID 1381;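 active means plate z-score of nuclear minus cytoplasmic receptor signal below a set negative limit, without overly bright fluorescence or cell loss, cut at about -3.5 in these data, passing the limit was not always enough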;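 further: z-score of nuclear minus cytoplasmic ring GR-EGFP intensity difference per well; some compounds called inactive have numbers as strong as hits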
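Schedule: 48 h induction, then 1 h compound, then 30 min agonist, 37 °C. Buffer or medium: tetracycline-free induction medium containing charcoal-stripped FBS. Reagent: 1.0 µM final dexamethasone stimulus. Evaluation: nuclear versus cytoplasmic GR-EGFP signal, averaged per well. Signal: high-content fluorescence imaging after fixation.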
Autophagy HCS = alters autophagy in cells; MEF GFP-LC3 puncta imaging; test concentration mostly 10 µM; calls only at 10 µM (by protocol); 0.98% of 190,000 active; AID 463193;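 active means percentage of spot-positive cells more than 3 SD above its plate mean, without a fluorescence outlier flag or 80% toxicity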;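 further: spot-positive cell cutoff set from DMSO-treated cells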
MT stabilize HCS = microtubule stabilizers in HeLa cells. HeLa tubulin immunostaining HCS, 24 h; share of cells brighter than vehicle mean+2SD. 0.83% of 200,000 active. % tubulin-high responders, % at 10 µM;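 active means plate Z-score above 3 for both tubulin-high and condensed-nucleus cell shares, with cell loss under 80%, at 10 µM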;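 further: anti alpha tubulin signal scored within the nucleus-defined area of each cell; some results filed as inactive read as strong as hits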
HEK293 NOD2/NF-kB = inhibition of NOD2-driven NF-kB reporter – cell-based, luminescence, uHTS, HEK293 (AID 1566); 0.63% of 290,000 active; inhibition, % at 4 µM; hits with a dose series show EC50 in µM; HEK293 NOD2/NF-kB luciferase reporter, luminescence; higher % means a stronger effect; in the data active means inhibition above about 50%; further: many of its hits are not listed in these tables
Ins promoter up = MIN6 insulin promoter up-regulation; 0.3% of 190,000 active; MIN6 insulin promoter-GFP reporter, high-content imaging; hits give high values; AID 1625; z-score at 5 µM;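 active means z-score above 3 at 5 µM with at least 500 cells counted in the well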
b-catenin transl = beta-catenin nuclear translocation modulation. HeLa beta-catenin nuclear translocation, immunofluorescence imaging. nuclear translocation activity, % at 5 µM. 0.3% of 190,000 active. AID 1665;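 active means nuclear translocation activity above 50% at 5 µM, with a well cell count of 50 or more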;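 further: per-cell ratio of nuclear to cytoplasmic median beta-catenin stain intensity; plate controls were DMSO negative control for no effect and GSK-3 inhibitor IX positive control for full effect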
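Test system: human HeLa cell line; Doses: 5 µM primary, 0.02–20 µM confirmation; Incubation: 24 h compound exposure, 37°C; Detection: beta-catenin immunofluorescence imaging with DAPI; Read-out: beta-catenin nuclear/cytoplasmic ratio, % activation.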
NOD1 NF-kB reporter = NOD1 signaling inhibitors, primary screen, cell-based, luminescence, uHTS (AID 1578); one-dose inhibition, % at 4 µM; EC50 in µM for titrated hits; 1% of 290,000 active; NOD1-driven NF-kB luciferase reporter cells, luminescence; higher % means a stronger effect; in the data active means inhibition mostly above about 36%, no sharp cut-off; inactive means mostly below about 34%;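 further: HEK-293T reporter cells stimulated with the NOD1 agonist gamma-tri-DAP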
P. falciparum M17LAP = P. falciparum M17LAP inhibitors, primary screen, biochemical, fluorogenic H-Leu-NHMec substrate, 1536-well (AID 1619). inhibition, % at 30 µM, or IC50 in µM where a hit was titrated. 0.38% of 220,000 active. recombinant M17LAP, H-Leu-NHMec fluorogenic kinetic assay; higher % means a stronger effect;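 active means compound inhibiting the enzyme by more than half at any dose during confirmatory dose-response retesting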;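 further: plate controls were full reaction with DMSO carrier for no effect and no enzyme background for full effect; strong numbers were not always called active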
Dynein cargo inh cytoplasmic EGFP = second read-out of Dynein cargo inh, no call of its own (marks repeat the call); z-score; measured here: cytoplasmic GR-EGFP intensity; hits give high values
Dynein cargo inh nuclear GR-EGFP = further read-out of Dynein cargo inh, marked with its call; z-score; measured here: nuclear GR-EGFP intensity;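 lower value marks the stronger effect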
Dynein cargo inh cell count = further read-out of Dynein cargo inh, marked with its call; z-score; measured here: cell count per field
Ins promoter up cell count = further read-out of Ins promoter up, marked with its call; cell count; measured here: cytotoxicity, nuclei count;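 total cells summed across four imaged fields per well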
b-catenin transl cell count 5 µM = further read-out of b-catenin transl, marked with its call; cell count; measured here: cell count, cytotoxicity flag
MT stabilize HCS Hoechst-high % = further read-out of MT stabilize HCS, marked with its call; % Hoechst-high responders; measured here: nuclear condensation Hoechst responders;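 share of cells brighter than vehicle mean plus two SD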
MT stabilize HCS cytotoxicity % = further read-out of MT stabilize HCS, marked with its call; toxicity, %; measured here: cytotoxicity by cell density;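 0% = mean cell density of plate MIN control wells and 100% = no cells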
Autophagy HCS cell loss 18 h = recorded beside Autophagy HCS, whose call it bears; toxicity, %; measured here: cell loss, nuclei count;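 cell loss after 18 h compound exposure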
* hit, by the source's call; i = inactive; / = not tested or not shown. This is a subset; count on the stated rates, not on these rows.

Values run as follows: Yfh1-depleted yeast, Dynein cargo inh, Dynein cargo inh cytoplasmic EGFP, Dynein cargo inh nuclear GR-EGFP, Dynein cargo inh cell count, Autophagy HCS, Autophagy HCS cell loss 18 h, MT stabilize HCS, MT stabilize HCS Hoechst-high %, MT stabilize HCS cytotoxicity %, HEK293 NOD2/NF-kB, Ins promoter up, Ins promoter up cell count, b-catenin transl, b-catenin transl cell count 5 µM, NOD1 NF-kB reporter, P. falciparum M17LAP
COc1cc2c(cc1OC)C(c1ccccc1F)OC(=O)C2 (stereo not given)
    i, -0.51, -0.29, -0.31, 0.57, i, 8, 6.8, 2.8, 7.4, 10%, 1.3, 1625, -4.2, 1052, -24%, 0%
Fc1ccc(/C=C\c2nccc3c2[nH]c2ccccc23)cc1
    i, 1.2, -0.23, 0.86, -0.6, i, 12, 7.2, 4.9, 0.4, -29%, -0.02, 1348, 0.5, 1465, -21%, 1%
CC(C)C(C)NC(=O)CN1C(=O)NC2(CCc3ccccc3C2)C1=O (stereo not given)
    i, 0.48, -0.33, 0.18, -0.17, i, -16, 2.2, 2.0, 8.6, 17%, 0.01, 1303, -1.2, 1118, -29%, 0%
CC(C)(C)NCC(O)COc1c(F)cc(Br)cc1F (stereo not given)
    i, -0.86, 0.55, 0.032, 0.4, i, -3, 1.8, 1.0, 3.5, 0%, -0.18, 1044, 0.5, 1157, -15%, -8%
O=C(CCCN1Cc2ccccc2C1)c1ccc(F)cc1
    i, 0.32, -0.14, 0.57, -0.72, i, -8, 4.6, 3.4, 3.3, 0%, 0.04, 1599, 1.8, 1386, 2%, -13%
CCOC(=O)Cn1c(=NC(=O)c2cc(-c3cccs3)nc3ccccc23)sc2cc(S(N)(=O)=O)ccc21
    i, -0.2, 0.34, -0.4, 0.18, i, 6, 13, 16, 23, 19%, -1.1, 1160, -1.4, 959, -3%, 4%
O=C(NCC1CCN(S(=O)(=O)c2ccccc2)CC1)Nc1ccc(F)cc1F
    i, -0.31, -0.27, -0.39, 0.99, /, /, /, /, /, 12%, -0.36, 1399, -2.4, 1154, 1%, -2%
COC(=O)CSc1nnc(CNS(=O)(=O)c2ccc(Cl)cc2)n1C
    i, -0.67, -0.2, -0.094, 0.6, i, -15, 1.2, 1.6, 6.1, 12%, -1.1, 896, -3.4, 1261, 3%, 9%
CCN1C(=O)/C(=C/c2ccc(C)s2)NC1=S
    i, -0.92, 0.054, -0.32, 1.1, i, -4, 1.2, 1.0, 5.1, 10%, -0.76, 745, -4.7, 1176, -22%, 9%
COc1ccc(-c2nnc3sc(-c4ccco4)nn23)cc1OC
    i, 1.5, -0.1, 0.96, -1.7, i, 4, 1.4, 1.9, 1.1, 12%, 1.1, 1150, 3.3, 1066, -3%, -9%
Cc1ccc(C(C(=O)NC(C)(C)C)N(Cc2ccco2)C(=O)Cn2nnc(-c3cccs3)n2)cc1 (stereo not given)
    i, 0.069, -0.21, 0.1, -0.39, i, 0, 2.1, 1.2, 6.6, 7%, /, /, -0.1, 548, -9%, 6%
CCCC1=NN2C(=N)/C(=C\c3cc(C)n(-c4cc(C)cc(C)c4)c3C)C(=O)N=C2S1
    i, -0.24, -0.22, -0.031, 1.8, i, 2, 2.9, 2.6, 7.6, 14%, 0.83, 1315, -1.1, 975, -16%, 7%
Cn1ccnc1Sc1nc(Nc2cccc(Cl)c2)nc(N2CCOCC2)n1
    i, 2.1, -0.098, 0.98, -1.4, i, 3, 2.1, 1.3, 10, -6%, /, /, -3.6, 993, 56%, 3%
COCCNC(=O)C(=O)Nc1ccc(Br)cc1
    i, 0.26, 0.13, 0.0018, 0.53, i, -5, 5.0, 2.0, 0.0, 20%, /, /, 12, 384, -16%, 7%
COc1ccc(CNC(=S)Nc2ccc(F)c(Cl)c2)cc1
    i, -0.062, -0.15, 0.2, 0.22, i, 21, 2.9, 3.1, 5.8, -3%, 0.24, 1433, 0.2, 1175, -19%, 10%
Clc1ccccc1C(c1ccccc1)(c1ccccc1)n1ccnc1
    i, 2.1, 0.011, 1.8, -2.7, i, 6, 5.7, 1.9, 5.5, 13%, 0.94, 679, 1.3, 1079, 3%, 5%
C/C(=N\NC(=S)NC(C)C)c1ccco1
    i, 1.4, -0.31, 0.69, -1.5, i, -2, 3.3, 2.6, 7.5, 21%, 1.5, 1204, -0.2, 1085, -8%, -4%
CCN(CC)CC(=O)Nc1scc2c1c(=O)oc1ccccc12
    i, 0.27, -0.13, -0.11, 0.42, /, /, /, /, /, -35%, -0.21, 1070, -0.4, 1341, -4%, 4%
CCc1nnc(NC(=O)CSc2nc3c(C)cccc3[nH]2)s1
    i, -0.46, -0.23, 0.28, 0.68, i, 2, 3.9, 2.0, 9.2, 4%, 0.86, 1288, -3.5, 577, -6%, 19%
CCOc1ccc2nc(N3CCC(C(=O)N4CCN(c5ccccn5)CC4)CC3)sc2c1
    i, 0.13, -0.17, 0.18, 0.45, i, 2, 4.1, 2.7, 3.5, 28%, -1.1, 2052, -1.7, 1069, 22%, -2%
Cn1c(=O)c2cc(S(=O)(=O)Nc3cccc(F)c3)ccc2n(C)c1=O
    /, -0.48, 0.26, 0.094, -0.64, i, 4, 0.6, 1.3, 9.2, 10%, -0.74, 908, /, /, 16%, -7%
O=C(O)/C=C\C(=O)Nc1ccccc1F
    i, -0.056, -0.25, -0.08, 0.5, i, -8, 5.4, 1.4, 8.3, 4%, 1.4, 1563, -0.9, 1043, -22%, 15%
Cc1onc(-c2c(F)cccc2Cl)c1C(=O)N=C(N)N1CC(C)OC(C)C1 (stereo not given)
    i, 0.076, -0.19, 0.065, 0.42, /, /, /, /, /, -11%, 0.25, 1202, -0.4, 1264, -12%, 6%
CC1=CC2=NC(=O)/C(=C/c3cccn3Cc3ccccc3)C(=N)N2O1
    i, -0.83, 0.45, -0.21, 0.38, /, /, /, /, /, 6%, -0.39, 1053, 3.0, 1256, 3%, -3%
COc1ccccc1CN1CCCCC1C(=O)O (stereo not given)
    i, -0.61, -0.45, -0.0059, 0.32, i, -10, 0.0, 2.5, 6.8, 12%, 0.04, 1274, -2.2, 1062, -28%, 5%
COCCNC(=O)[C@H](C)[C@H]1C[C@]1(C)[C@H](NC(=O)OCc1ccccc1)c1ccccc1
    i, 0.57, -0.34, 0.57, 1, i, 25, 7.1, 1.4, 4.5, 7%, 0.01, 824, -0.7, 459, -4%, 6%
CCCCCn1cnc2sc(-c3ccccc3)cc2c1=O
    i, -1.1, -0.23, -0.53, 1.2, i, 1, 1.4, 1.9, 7.0, -38%, 1.4, 1544, -0.3, 1358, -54%, -7%
CC1Oc2ccccc2C=C1/C=C1/SC(N2CCOCC2)=NC1=O (stereo not given)
    i, 0.77, -0.22, -0.021, -0.68, i, 13, 0.9, 1.6, 4.7, 12%, 0.31, 1494, 1.6, 1295, 11%, 13%

For reference, some entries already given.
Values run as follows: Yfh1-depleted yeast, Dynein cargo inh, Dynein cargo inh cytoplasmic EGFP, Dynein cargo inh nuclear GR-EGFP, Dynein cargo inh cell count, Autophagy HCS, Autophagy HCS cell loss 18 h, MT stabilize HCS, MT stabilize HCS Hoechst-high %, MT stabilize HCS cytotoxicity %, HEK293 NOD2/NF-kB, Ins promoter up, Ins promoter up cell count, b-catenin transl, b-catenin transl cell count 5 µM, NOD1 NF-kB reporter, P. falciparum M17LAP
CCN1C(=O)/C(=C/c2ccc(C)s2)NC1=S
    i, -0.92, 0.054, -0.32, 1.1, i, -4, 1.2, 1.0, 5.1, 10%, -0.76, 745, -4.7, 1176, -22%, 9%
COc1ccc(-c2nnc3sc(-c4ccco4)nn23)cc1OC
    i, 1.5, -0.1, 0.96, -1.7, i, 4, 1.4, 1.9, 1.1, 12%, 1.1, 1150, 3.3, 1066, -3%, -9%
Cc1ccc(C(C(=O)NC(C)(C)C)N(Cc2ccco2)C(=O)Cn2nnc(-c3cccs3)n2)cc1 (stereo not given)
    i, 0.069, -0.21, 0.1, -0.39, i, 0, 2.1, 1.2, 6.6, 7%, /, /, -0.1, 548, -9%, 6%
CCCC1=NN2C(=N)/C(=C\c3cc(C)n(-c4cc(C)cc(C)c4)c3C)C(=O)N=C2S1
    i, -0.24, -0.22, -0.031, 1.8, i, 2, 2.9, 2.6, 7.6, 14%, 0.83, 1315, -1.1, 975, -16%, 7%
